AID1053144: Wnt/beta-catenin signaling activators, dose response, cell-based, iPS-derived NPC, luciferase, Wnt3a, cherry-pick (AID 1053144) | NPC TCF/LEF luciferase reporter, Wnt3a EC25, 24 h | 3,400 compounds, 4.8% hits | AC30 in µM for hits, for the others activation, % at the top dose, mostly 26 µM;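 active means fitted curve reaches 30% activation at a concentration no higher than the top valid tested dose, luminescence rising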;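 further: wnt3a stimulus is conditioned medium from Wnt3a-transfected mouse L cells at 5% in well; 0% = neutral control wells and 100% = CHIR-99021 positive control wells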
Starred values were filed as active, the others as inactive. This is a subset; rates above refer to the full screens.

The opening 10 entries, ahead of the listing:
SMILES	AID1053144
Cc1ccc2nc(-c3cccc(NC(=O)c4ccc5c(c4)OCCO5)c3)oc2c1	7.4%
CCOC(=O)c1sc(=NC(=O)c2cccs2)n(C)c1C	3.7%
O=C(COc1ccc(Br)cc1CO)Nc1ccccc1	9.7%
COc1ccc(-c2nc3n(c2C)Cc2ccccc2-3)cc1	12.4%
O=C1c2ccccc2NC(c2ccc(-c3cccs3)o2)N1O (centres undefined)	13.6%
COCCNC(=O)c1ccc2c3n(nc2c1)-c1ccc(C)cc1CO3	10.7µM*
CC(=O)c1sc(NC(=O)c2ccc3c(c2)OCO3)nc1C	5.8%
O=C(Nc1nc2ccsc2c(=O)s1)c1ccco1	8.0%
Cc1ccc(OCC(=O)O/N=C(\N)c2ccccn2)cc1C	7.9%
Nc1nc(SCc2ccccc2)cc(SCc2ccccc2)n1	10.5%

The whole of this part (from the top)
SMILES	AID1053144
Cc1ccc2nc(-c3cccc(NC(=O)c4ccc5c(c4)OCCO5)c3)oc2c1	7.4%
CCOC(=O)c1sc(=NC(=O)c2cccs2)n(C)c1C	3.7%
O=C(COc1ccc(Br)cc1CO)Nc1ccccc1	9.7%
COc1ccc(-c2nc3n(c2C)Cc2ccccc2-3)cc1	12.4%
O=C1c2ccccc2NC(c2ccc(-c3cccs3)o2)N1O (centres undefined)	13.6%
COCCNC(=O)c1ccc2c3n(nc2c1)-c1ccc(C)cc1CO3	10.7µM*
CC(=O)c1sc(NC(=O)c2ccc3c(c2)OCO3)nc1C	5.8%
O=C(Nc1nc2ccsc2c(=O)s1)c1ccco1	8.0%
Cc1ccc(OCC(=O)O/N=C(\N)c2ccccn2)cc1C	7.9%
Nc1nc(SCc2ccccc2)cc(SCc2ccccc2)n1	10.5%
Cc1csc(NC(=O)c2ccc3nc[nH]c3c2)n1	9.4%
Cc1ccc(NC(=O)c2oc3ccccc3c2NC(=O)C2CCCO2)cc1C (centres undefined)	6.6%
CC(=O)c1c(C)nc(Nc2nc3ccccc3s2)nc1C	-0.7%
Cc1cc2ncc(-c3ccccc3)nc2cc1C	4.1%
CCCCOc1ccc(-c2nnc(-c3ccco3)o2)cc1	4.5%
COc1cccc(C2(O)CC(C(F)(F)F)=NN2C(=O)c2ccccn2)c1 (centres undefined)	10.1%
COc1ccc(C(=O)N=c2sc3ccccc3n2C)cc1OC	8.2%
NS(=O)(=O)c1ccc(CNC(=O)c2ccc(S(=O)(=O)C(F)F)cc2)cc1	0.3%
Clc1ccc(Cn2c(/C=C/c3ccco3)nc3ccccc32)cc1	8.5%
CN1CCSc2ccc(C(=O)Nc3ccc(Cl)cc3)cc21	12.8%
O=C(Nc1nccs1)c1ccc(-c2ccc(F)cc2)o1	17.0%
CN(C)c1ccc(N/C=C/C(=O)c2ccco2)cc1	2.2%
COc1ccc(-c2nc3ccccc3s2)cc1NC(C)=O	8.9%
Cc1ccc(NC(=O)N2CCC(c3ccccc3)C2)cc1C (centres undefined)	18.0%
Cc1[nH]c2ccc(F)cc2c1CCN1C(=O)OC(C)(C)C1(C)O (centres undefined)	5.6%
COc1ccc(-c2ccc3oc(-c4ccsc4)cc(=O)c3c2)cn1	14.7%
Clc1ccc(-c2nc3n(n2)Cc2ccccc2-3)cc1	1.2%
O=C(N/N=C/c1ccc2nccnc2c1)c1ccccc1O	5.5%
CC(C)(C)S(=O)(=O)c1cnc(-c2ccc(Cl)cc2)nc1N	7.9%
Cc1ccc(/C=N/Nc2nc(Cl)c(Cl)cc2Cl)s1	8.9%
O=C(Nc1ccc(-c2cn3ccsc3n2)cc1)C1CC1	8.3%
CC(C)CC1C(C#N)=C(N)Oc2n[nH]c(-c3ccccc3)c21 (centres undefined)	4.3%
O=C(CC(SCCO)c1ccc2c(c1)OCO2)c1cccs1 (centres undefined)	9.0%
CC1(O)C(c2ccccc2)=Nc2ccccc21 (centres undefined)	22.3%
COc1cc(/C=N/Nc2ccc(C(F)(F)F)cn2)ccc1O	6.3%
O=C(c1ccc(-c2ccc([N+](=O)[O-])cc2)o1)N1CCCCC1	17.8%
Cc1cc2n(n1)SC(Nc1cccc3ccccc13)N2 (centres undefined)	10.9%
CCCOc1ccc(-c2nc(N3CCN(C)CC3)c3ccccc3n2)cc1	13.5%
Cc1ccccc1-c1cc(-c2ccccc2O)n[nH]1	20.9%
O=C(CNC(=O)c1ccccc1F)c1ccccc1	0.9%
O=C(COc1ccc(Cl)cc1Br)NC(=O)NC1CCCC1	14.6%
COc1ccc(-c2nc(-c3ccc(Br)o3)no2)cc1	-0.9%
Fc1ccccc1-c1cc2ncccc2cn1	11.5%
O=C(Nc1ccc2c(c1)CCC2)Nc1ccc(F)cc1F	13.3%
N/C(=N\OC(=O)c1ccco1)c1cccnc1	2.0%
CCCC(=O)N(C)c1nnc(-c2ccc(OC)cc2)s1	7.2%
CC(C)C/C=C1\CCc2c([nH]c3ccccc23)C1=O	12.6%
Cc1ccc(NC(=O)c2cc3c(s2)CCCC3)cc1	16.9%
c1ccc2c(c1)Cc1cc3ccccc3nc1-2	15.7%
Cc1cc(OCc2nc3ccccc3s2)ccc1N	11.6%

Next section:
SMILES	AID1053144
COc1ccc(-c2cc(-c3ccc(OC)cc3)[nH]n2)cc1	3.3%
O=C(Nc1ccc(Br)cc1)NC1CCCCCCC1	1.7%
Cc1nn(Cc2ccccc2Cl)c(Cl)c1C(=O)NCCc1ccccc1	6.4%
CCCc1cc(C(N)=O)c(NC(=O)c2ccco2)s1	17.1%
COc1ccc(NC(=O)Nc2cc(C)ccn2)cc1	1.7%
Cc1cc(=O)oc2cc(NC(=O)c3cc(F)ccc3F)ccc12	4.2%
CN(C)c1ccc(/C=N/OC(=O)Nc2ccccc2)cc1	2.5%
Cc1ccc(-c2ccc(CCC(=O)O)n2NC(=O)c2ccc([N+](=O)[O-])cc2)cc1	8.8%
Cc1noc(/C=C/Nc2ccc(F)cc2F)c1[N+](=O)[O-]	4.0%
O=[N+]([O-])c1ccc(NN=Cc2ccc(O)cc2)nc1	7.4%
CC(C)(C)NC(=O)/C=C/c1ccc(C(F)(F)F)cc1	20.6%
CCC(=O)Nc1cc(C(=O)OCC(=O)c2ccccc2Cl)ccc1C	6.3%
COc1ccc(NC(=O)NS(=O)(=O)c2ccc(C)cc2)cc1OC	1.5%
Cc1ccc(NC(=O)c2ccc3ccccc3n2)cc1S(=O)(=O)N(C)C	8.5%
Oc1ccccc1/C=N/Nc1cccc2cccnc12	11.0%
O=C(CSc1nnc(-c2cccnc2)o1)Nc1ccccc1F	5.1%
O=C1/C(=C\c2ccc(Br)o2)Cc2ccccc21	10.0%
CC(OC(=O)c1cccs1)C(=O)NCc1ccccc1 (centres undefined)	8.8%
FC(F)Oc1ccc(C2N=C(c3ccccc3)NO2)cc1 (centres undefined)	12.8%
Cc1cc(N=Nc2ccccc2)cc(C)c1NC(=O)C(F)(F)F	4.3%
CCOCCCNC(=O)C(c1ccc(Cl)cc1)N1CCC2(CC1)OCCO2 (centres undefined)	2.3%
CSc1nc2ccc(NC(=O)c3cc4ccccc4o3)cc2s1	11.6%
c1ccc(-c2ccc3sccc3n2)cc1	10.4%
Cc1nc(C)c(-c2csc(Nc3cccc(O)c3)n2)s1	16.3%
Cc1ccc(NC(=O)NC2CCCCCCC2)cc1	8.2%
O=C(c1ccc(Cl)c([N+](=O)[O-])c1)N(Cc1ccc(Cl)cc1)C1CCS(=O)(=O)C1 (centres undefined)	9.1%
CC(=O)n1nc(-c2ccccc2)cc1-c1ccccc1	10.7%
COc1cccc(CSc2nc3ccccc3[nH]2)c1	13.8%
C=CCc1ccccc1OCC(=O)O	3.1%
O=C(Nc1ccc(F)c(Cl)c1)c1ccccc1	9.6%
CCOCC(=O)Nc1nc2ccc(OCC)cc2s1	11.8µM*
O=C(Nc1sc(-c2ccccc2)cc1C(=O)O)c1ccccc1	13.9%
Cc1ccc(Sc2c([N+](=O)[O-])c(=O)n(C)c3ccccc23)cc1	-5.1%
O=C(Nc1nnc(C23CC4CC(CC(C4)C2)C3)s1)c1ccco1	5.2%
Cc1ccc2c(Cl)c(C(=O)Nc3cc(C)on3)sc2c1	7.8%
O=C(c1ccccc1)c1nnc(-c2ccccc2F)o1	3.2%
Cc1nnc(SCC(=O)c2ccc(Cl)cc2)n(N)c1=O	4.6%
N/C(=N\OC(=O)c1cccs1)c1cccc(Br)c1	9.4%
CC(=O)Nc1cnc(-c2ccc3c(c2)OCO3)cn1	11.1%
CC(C)(C)c1ccc(-c2nnc(N)o2)cc1	13.8%
Cc1ccc(NC(=O)c2cnc3ccccc3n2)cc1C	5.3%
Cc1ccc(C)c(NC(=O)c2ccccc2NC(=O)C2CCCO2)c1 (centres undefined)	2.3%
Fc1ccc2cc(-c3ccccc3)ncc2c1	5.3%
C/C(=C\c1ccccc1)C(=O)Nc1ccc(Cl)cn1	12.6%
O=c1[nH]c2ccccc2nc1-c1cccs1	8.8%
CCN(CC)C(=O)C1CCN(Cc2cn(C)nc2-c2ccc(Oc3ccccc3)cc2)CC1	15.0%
O=c1oc2ccccc2nc1/C=C(\O)c1ccccc1	-1.7%
COc1ccc(NC(=O)c2cc(F)cc(F)c2)cc1Cl	12.3%
NC(=O)N/N=C(/CCCCCC/C(=N\NC(N)=O)c1ccccc1)c1ccccc1	2.9%
Cc1ccc(NC(=O)CN(C)C(=O)CCOc2cccc(C)c2)cc1	0.5%

Further records:
SMILES	AID1053144
Cc1ccc2nc(-c3ccccc3)c(Cc3cccc(Cl)c3)n2c1	7.9%
Cc1[nH]c2ccccc2c1/C=N/Nc1nc2ccccc2[nH]1	5.61µM*
Cc1sc2c(c1C)C(=O)/C(=C\Nc1ccncc1)S(=O)(=O)N2C	6.0%
COc1ccccc1C(=O)Nc1nnc(SCC(=O)Nc2ccc3c(c2)oc2ccccc23)s1	8.4%
Fc1ccccc1-c1nc(-c2ccncc2)no1	2.79µM*
Cc1[nH]n(-c2ccccc2)c(=O)c1N=Nc1ccc2c(c1)OCCO2	10.9%
Cc1ccc(NC(=O)c2cc3ccccc3o2)nc1	2.0%
Cc1c(C(=O)Nc2ccc(Br)cc2)cnn1C	17.6%
O=C(N/N=C/c1c[nH]c2ccccc12)c1cccs1	17.8%
O=C(CN(C(=O)Cn1nnc(-c2ccc(F)cc2)n1)c1ccc(F)c(Cl)c1)NCC1CCCO1 (centres undefined)	0.4%
CN(C)c1ccc(/C=N/NC(=O)CSc2ccccn2)cc1	9.5%
N/C(=N\OC(=O)c1ccc(Cl)cc1)c1ccn[nH]1	13.4%
COc1ccc(-c2csc(-n3cccn3)n2)cc1	16.2%
Oc1ccccc1-c1nnc(COc2ccc(Cl)cc2Cl)o1	10.5µM*
COC(=O)C1CCN(C(=O)c2oc3c(Cl)cc(C)cc3c2C)CC1	17.4%
O=C(Nc1nc(-c2nc3ccccc3s2)cs1)C1CC1	17.0%
Clc1ccc(-c2nc(-c3ccncc3)no2)c(Cl)c1	11.9%
Cc1cc([N+](=O)[O-])ccc1NC(=O)/C=C/c1cccs1	10.2%
Oc1cccc(/C=N/Nc2ccc(Cl)nn2)c1O	-6.2%
Clc1cccc(-c2ccc3ncnc(NCc4cccs4)c3c2)c1	8.6%

4 entries drawn at random from the list so far, as already listed:
SMILES	AID1053144
Clc1ccc(-c2nc(-c3ccncc3)no2)c(Cl)c1	11.9%
Oc1cccc(/C=N/Nc2ccc(Cl)nn2)c1O	-6.2%
O=C(Nc1nc(-c2nc3ccccc3s2)cs1)C1CC1	17.0%
Oc1ccccc1-c1nnc(COc2ccc(Cl)cc2Cl)o1	10.5µM*

More structures follow:
SMILES	AID1053144
O=C(NCCc1ccccc1)c1cc(-c2ccco2)on1	10.7µM*
COc1ccccc1NC(=O)c1cnc(SCC(=O)NCC2CCCO2)n(C)c1=O (centres undefined)	-6.2%
CCCC(=O)Nc1nc(-c2ccccc2)ns1	12.3%
O=C(Nc1ccc2ccccc2n1)C1CCCCC1	17.5%
CC1CCC(=O)N(CCSc2ccccc2)CC1 (centres undefined)	6.5%
Nc1ccc(N=Nc2ccccc2Cl)c(N)n1	4.42µM*
CN(C)c1ccc(/C=C/c2ccncc2)cc1	5.3%
CCc1c(C)nc2cc(-c3cccc(Br)c3)[nH]n2c1=O	11.9%
Cc1cccc(N2CCN(c3cccc(C)c3)C2c2cccnc2)c1	0.2%
Cc1cccc(N=c2oc3cc(O)ccc3cc2C(N)=O)c1	6.8%
CC(=O)N1N=C(c2ccccc2)CC1c1cn(C)c2ccccc12 (centres undefined)	7.3%
Cc1ccc(C(=O)Nc2ccc3c(c2)OCO3)cc1Cl	8.7%
CCCCOC(=O)Nc1ccc(N2CCCCC2)cc1	10.5%
CCc1nc2oc3ccccc3c(=O)c2c(=O)n1-c1ccccc1	20.2%
Brc1ccsc1/C=N/Nc1ccccc1	8.7%
COc1ccc(NC(=O)c2cc(C)on2)cc1	4.6%
COc1ccc(N=Cc2c(O)c3ccccc3n2C(C)=O)cc1	11.6%
CCC1CCC(NC(=O)Nc2cccc(OC)c2)CC1 (centres undefined)	7.9%
O=C1c2ccccc2S(=O)(=O)N1CC1CC(c2ccc(Cl)cc2)=NO1 (centres undefined)	12.4%
COc1ccccc1-c1nc(-c2ccc(C)nc2OC)no1	8.0%
CCOc1cc(/C=N/NC(=O)CSc2nnc(C)s2)ccc1OCc1ccccc1Cl	-1.7%
CC(=Nc1ccc(C)cc1)c1sc2ccccc2c1O	3.9%
Cn1c(=NC(=O)c2cnccn2)sc2ccccc21	10.7%

Compound activity deposited in PubChem BioAssay by Broad Institute.
